Compound activity: PubChem BioAssay, ICCB-Longwood Screening Facility, Harvard Medical School
PV pol inh – poliovirus RNA polymerase inhibition; P03300; poliovirus polymerase elongation, fluorescence polarization; hits give low values; % elongation, % (compound at 16.7 µg/mL); 0.66% of 150,000 active; in the data active = % elongation below about 90%; also: some results filed as inactive read as strong as hits
Target sequence (P03300 1749-2209 limits assumed): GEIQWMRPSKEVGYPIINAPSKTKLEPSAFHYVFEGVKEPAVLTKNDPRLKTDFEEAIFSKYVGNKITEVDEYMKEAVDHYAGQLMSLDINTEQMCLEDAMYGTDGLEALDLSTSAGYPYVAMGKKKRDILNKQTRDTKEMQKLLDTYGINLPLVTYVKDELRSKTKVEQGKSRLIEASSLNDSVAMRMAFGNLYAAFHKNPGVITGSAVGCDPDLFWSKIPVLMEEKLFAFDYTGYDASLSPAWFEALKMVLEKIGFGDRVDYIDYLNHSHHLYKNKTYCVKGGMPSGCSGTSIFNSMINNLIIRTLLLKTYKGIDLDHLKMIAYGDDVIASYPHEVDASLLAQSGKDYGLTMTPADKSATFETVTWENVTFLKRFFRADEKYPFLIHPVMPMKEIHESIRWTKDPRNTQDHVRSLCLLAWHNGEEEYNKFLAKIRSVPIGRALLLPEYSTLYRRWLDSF
PV pol inh FP z-score – further read-out of PV pol inh, marked with its call; z-score; measured here: FP z-score; hits read low
Starred values were filed as active, the others as inactive. This is a subset; count on the stated rates, not on these rows.

smiles	PV pol inh	PV pol inh FP z-score
O=C(Cc1ccccc1)N/N=C/c1ccccc1C(=O)O	100.0	-0.6
Cc1onc(C(=O)N(C)C)c1-c1ccnc(=S)[nH]1	95.0	-2.3
O=C(Nc1ccc(F)cc1)Nc1nnc(SCC(=O)N2CCCCC2)s1	112.0	1.5
O=S(=O)(c1ccc(OC(F)(F)F)cc1)N1CCCC(c2ccccc2)C1 (stereo not given)	102.0	0.1
COC(=O)c1ccc(CSc2nc3c(c(=O)[nH]2)CCC3)cc1	112.0	0.9
O=C(Nc1ccn(Cc2ccccc2F)n1)Nc1ccc(F)cc1F	99.0	-0.6
COCCn1c(C)cc(C(=O)COC(=O)c2cc(OC)c(OC)cc2OC)c1C	107.0	0.4
Cc1cc(Cl)ccc1NS(=O)(=O)c1cc2[nH]c(=O)c(=O)[nH]c2cc1C	103.0	-0.6
CCn1c(CSC/C=C/c2ccccc2)nc2cc(S(=O)(=O)N3CCOCC3)ccc21	103.0	0
COc1cccc(Cn2c(SCc3ccc(C(=O)NC4CCCC4)cc3)nc3ccncc32)c1	94.0	-4.7
O=S(=O)(NCCc1ccccn1)C1=Cc2ccccc2CC1	100.0	-0.3
O=C(O)CC(CC(=O)N1CCN(c2ncccn2)CC1)c1ccccc1 (stereo not given)	102.0	0.1
C=CCn1c(SCC(=O)NCCc2ccccc2)nc2sc3c(c2c1=O)CCCC3	104.0	0.5
CC1CCCCC1NC(=O)NC(=O)Cn1cc(Br)ccc1=O (stereo not given)	99.0	-0.2
O=C(Nc1ccccc1)Nc1ccc2c(c1)OCO2	104.0	0.7
O=C(CC(=O)N1CC2CC(C1)c1cccc(=O)n1C2)c1ccccc1 (stereo not given)	103.0	0.4
CC1CCC2(CC1)NC(=O)N(CN1CCCC1)C2=O (stereo not given)	106.0	0.3
Cc1ccc(-c2nnc(OCc3cccnc3)c3ccccc23)cc1	104.0	0.6
O=C1CCCC(=O)C1Sc1ccc(Cl)cc1	98.0	-1.4
COC(=O)C1C(=O)NC(SCC(=O)Nc2cccc(OC)c2)=C(C#N)C1c1ccc(OC)cc1 (stereo not given)	102.0	-0.1

Retrieved by structure from above (2):
smiles	PV pol inh	PV pol inh FP z-score
O=S(=O)(NCCc1ccccn1)C1=Cc2ccccc2CC1	100.0	-0.3
CC1CCCCC1NC(=O)NC(=O)Cn1cc(Br)ccc1=O (stereo not given)	99.0	-0.2

The main list resumes, repeating the two entries before the break.
smiles	PV pol inh	PV pol inh FP z-score
O=C1CCCC(=O)C1Sc1ccc(Cl)cc1	98.0	-1.4
COC(=O)C1C(=O)NC(SCC(=O)Nc2cccc(OC)c2)=C(C#N)C1c1ccc(OC)cc1 (stereo not given)	102.0	-0.1
O=C(c1ccco1)N(Cc1ccccc1)c1nc2c(F)cc(F)cc2s1	103.0	0.2
CS(=O)(=O)N1CCCC(C(=O)N2CCCCC2)C1 (stereo not given)	102.0	0.3
O=C1c2ccccc2C(=O)N1Cc1ccc(C2Nc3ccccc3-c3cccn32)o1 (stereo not given)	101.0	0.1
COc1ccccc1N1CCN(C(=O)c2sc3nc4n(c(=O)c3c2C)CCC4)CC1	105.0	-0.2
O=C1/C(=C/c2ccco2)SC(=S)N1CN1CCN(c2ccccc2)CC1	100.0	0.1
CCc1ccc(C2CC(=O)Nc3cc4c(cc32)OCO4)cc1 (stereo not given)	105.0	-0.1
O=C1CC(Sc2ccccc2)C(=O)N1c1ccccc1 (stereo not given)	103.0	0.3
CCOc1ccccc1NC(=O)Nc1cc(C(=O)NCc2ccc(C)cc2)ccc1N1CCCC1	107.0	0.3
CN(C)C(=O)C(CCN1CCC(O)(c2ccccc2)CC1)(c1ccccc1)c1ccccc1	107.0	0.5
Cc1cccc(C)c1OCC(=O)Nc1ccc(Cl)cc1C(=O)c1ccccc1	107.0	0.8
N#CCC(=O)N/N=C/c1ccccc1	106.0	0.4
CO[C@@H]1[C@H](OC(N)=O)C(O)[C@H](Oc2ccc3c(O)c(NC(=O)c4ccc(O)c(CC=C(C)C)c4)c(=O)oc3c2C)OC1(C)C (stereo not given in full)	101.0*	0.2*
CCOC(=O)c1c(-c2ccc(OC)cc2)csc1NC(=O)CSc1nnc2ccccn12	102.0	0.2
O=C(NCCc1ccccc1)c1ccc2c(c1)N(Cc1ccccc1)C(=O)c1ccccc1S2=O (stereo not given)	102.0	-0.5
CCOC(=O)CSc1cc(C)nc(SCC(=O)OCC)n1	106.0	0.4
Cc1cccc(NC(=O)c2ccccc2C(=O)O)c1	99.0	0
Cc1ccc(CSc2nnc(-c3ccc(C)cc3)n2N)cc1	105.0	0.3
O=C(c1ccccc1)N1CCCCC(Sc2nnnn2-c2ccccc2)C1=O (stereo not given)	108.0	0.7
CCCCOc1ccccc1C(=O)Nc1onc2c1CCCC2	102.0	-1.1
CN(C(=O)Cn1cc(S(=O)(=O)N2CCN(c3ccccc3F)CC2)c2ccccc2c1=O)c1ccc(Cl)cc1	117.0	2.4

smiles	PV pol inh	PV pol inh FP z-score
Fc1ccc(SCSc2ccccc2)cc1	98.0	-0.4
CCCSc1nc(O)c(CC)c(=O)n1C(C)CC (stereo not given)	104.0	1.4
CCOc1ccc(CCNC(=O)c2cn(C)c3ccc(S(=O)(=O)N4CCCCCC4)cc3c2=O)cc1OCC	103.0	-0.2
CCN(CC(=O)Nc1ccccc1C(=O)c1ccccc1)CC(=O)NC1CCS(=O)(=O)C1 (stereo not given)	104.0	0
CN(CC(=O)Nc1nc2ccc(Cl)cc2s1)S(=O)(=O)c1ccc2[nH]c(=O)ccc2c1	103.0	0.2
COc1ccc(OC)c(NC(=O)Cn2cc(C(=O)c3ccccc3)c3ccccc32)c1	102.0	-0.1
CCn1c(N)c(-c2csc(Nc3ccc(F)c(Cl)c3)n2)c(=O)[nH]c1=O	100.0	-0.8
Cc1[nH]c2ccccc2c1C1=CCN(S(=O)(=O)Cc2ccccc2)CC1	104.0	0.8
Brc1ccccc1OCC1CCCN2CCCCC12 (stereo not given)	121.0	2.1
CCc1nnsc1C(=O)Nc1sc2c(c1C(=O)NCC1CCCO1)CCCC2 (stereo not given)	105.0	0.2
CCOC(=O)c1c(NC(=O)CC2NCCNC2=O)sc2c1CCCC2 (stereo not given)	100.0	-0.2
CCN(C(=O)c1cn(-c2cccc(OC)c2)c(=O)c2ccccc12)c1ccccc1C	108.0	0.5
Cc1[nH]c(=S)sc1CC(=O)NC1CCCCC1C (stereo not given)	98.0	-0.4
CCOC(=O)C1CCCN(C(=O)c2nn(-c3ccc(OC)cc3)c(=O)c3c2c2ccccc2n3C)C1 (stereo not given)	112.0	1.2
CS(=O)(=O)C1(S(C)(=O)=O)CCCCC1	103.0	-0.1
O=C(NCc1ccccc1)C(=O)NCC(c1cccs1)S(=O)(=O)c1cccs1 (stereo not given)	107.0	-0.1
CCOC(=O)c1nc2ccccc2c(=O)n1-c1ccc(C)cc1C	100.0	-0.3
CCOc1ccc(CCNC(=O)CN2C(=O)COc3ccc(S(=O)(=O)N4CCC(C)CC4)cc32)cc1	99.0	-1.7
CCN1C(=O)S/C(=C/c2ccc(N3CCCC3)c(F)c2)C1=O	92.0	-2.5
O=C(OCC1CCCO1)c1ccccc1Br (stereo not given)	101.0	0.1

smiles	PV pol inh	PV pol inh FP z-score
O=S(=O)(NC1(C(F)(F)F)OCCO1)c1ccccc1	103.0	0.3
COc1cc2cc(CNc3ccccc3)c(=O)n(CC(=O)Nc3cccc(Cl)c3C)c2cc1OC	105.0	0
O=C1C=C(NCc2ccco2)CC(c2ccccc2)C1 (stereo not given)	102.0	0.2
Cc1csc(NC(=O)CN2C(=O)COc3cc(S(=O)(=O)N4CCC(C)CC4)ccc32)n1	102.0	0
CC1(C)CC(CC(=O)O)(Cc2ccccc2)CCO1 (stereo not given)	100.0	-0.3
CC1CCCC(C)N1C(=O)COc1ncnc2ccccc12 (stereo not given)	100.0	-0.5
O=C(O)CCc1ccc2ccccc2n1	99.0	-0.3
CNC(=S)NCc1ccc(C(=O)OC)cc1	102.0	-0.2
O=C(O)Cc1ccc(-n2cccc2)cc1	104.0	1.1
Cc1ccc(C(=O)ON2C(=O)c3ccccc3C2=O)cc1	103.0	0.2
Cc1c(Cc2ccc(F)cc2)c(=O)oc2cc(O)ccc12	100.0	-0.3
O=C1CCCC2=C1C(c1cccnc1)CC(=O)N2c1ccccc1C(F)(F)F (stereo not given)	98.0	-0.7
O=c1[nH]c2ccccc2[nH]1	94.0	-0.8
Cn1c(=O)c2c(SCC(=O)NCc3ccco3)nc(-c3ccccc3Cl)nc2n(C)c1=O	101.0	-1.6
COc1ccccc1N(CC(=O)Nc1cc(C)cc(C)c1)S(C)(=O)=O	104.0	-0.2
CON(C)S(=O)(=O)c1ccc(Br)c(C(=O)OCCCn2c(=O)[nH]c3ccccc32)c1	111.0	0.3
c1ccc(C2C3=C(Nc4ncnn42)c2ccccc2CC3)cc1 (stereo not given)	100.0	0
O=C1NC(=O)C(=Cc2ccc(SCc3ccc(Cl)cc3)o2)C(=O)N1	101.0	0
COc1ccccc1OC(=O)/C=C/c1ccc(I)o1	104.0	0.2
Cc1noc(C)c1/C=C/C(=O)NNc1c(F)c(F)c(F)c(F)c1F	103.0	0.1

| mol | PV pol inh | PV pol inh FP z-score |
| --- | --- | --- |
| Cc1c(-c2cccc(NC(=O)c3ccc(F)c(F)c3)c2)nc2ncccn12 | 113.0 | 1.4 |
| N#C/C(=C(/O)CSc1ncn[nH]1)c1nc2ccccc2[nH]1 | 47.0 | -6 |
| O=C(NCc1ccco1)C1=COCCO1 | 99.0 | -0.2 |
| COc1ccc(N(C(=O)c2ccccc2C)S(=O)(=O)c2ccc(C)cc2)cc1 | 106.0 | 0.2 |
| CC(C)CC1NC(=O)N(c2ccccc2)C1=O (stereo not given) | 104.0 | 0.1 |
| Cc1cccc(-n2c(C)nnc2SCC(=O)Nc2ccccc2C(=O)NC2CC2)c1 | 103.0 | -0.1 |
| COc1ccc(CCNC(=O)c2cnc3sc(N4CCOCC4)nn3c2=O)cc1 | 104.0 | -1.6 |
| CCc1nn(CC(=O)Nc2ccc(N(CC)CC)cc2C)c(=O)c2cc3sccc3n12 | 104.0 | -0.5 |

| mol | PV pol inh | PV pol inh FP z-score |
| --- | --- | --- |
| CN(C)S(=O)(=O)c1ccc(SCc2cc3c(cc2Br)OCO3)nc1 | 101.0 | -0.2 |
| CC(C)C(Nc1n[nH]c(=O)[nH]c1=O)C(=O)O (stereo not given) | 99.0 | -1 |
| O=C(/C=C/c1cccc(Br)c1)N1CCCC1 | 103.0 | 0.5 |
| N#C/C(N=Cc1cccs1)=C(\C#N)NCc1ccccc1Sc1ccc(Cl)cc1 | 102.0 | -0.7 |
| CCc1ccc(OCC(=O)NC(C)C)cc1 | 100.0 | 0 |
| Cc1ccc(NC(=O)c2c(C)oc3ccc(O)c(CN4CCCCC4)c23)c(C)c1 | 103.0 | -1 |
| CC(C)c1ccccc1NC(=O)/C=C/c1ccco1 | 100.0 | 0 |
| COc1ccccc1Nc1cc(C(=O)NC2CCC(C)CC2)c2ccccc2n1 (stereo not given) | 105.0 | -0.7 |

In the list so far, these have bromine:
| mol | PV pol inh | PV pol inh FP z-score |
| --- | --- | --- |
| CC1CCCCC1NC(=O)NC(=O)Cn1cc(Br)ccc1=O (stereo not given) | 99.0 | -0.2 |
| Brc1ccccc1OCC1CCCN2CCCCC12 (stereo not given) | 121.0 | 2.1 |
| O=C(OCC1CCCO1)c1ccccc1Br (stereo not given) | 101.0 | 0.1 |
| CON(C)S(=O)(=O)c1ccc(Br)c(C(=O)OCCCn2c(=O)[nH]c3ccccc32)c1 | 111.0 | 0.3 |
| CN(C)S(=O)(=O)c1ccc(SCc2cc3c(cc2Br)OCO3)nc1 | 101.0 | -0.2 |
| O=C(/C=C/c1cccc(Br)c1)N1CCCC1 | 103.0 | 0.5 |

More entries
| mol | PV pol inh | PV pol inh FP z-score |
| --- | --- | --- |
| N#Cc1c(-c2ccncc2)[nH]c(=S)[nH]c1=O | 101.0 | -0.3 |
| COCCCNC(=O)c1cc2c(-c3cccc(OC)c3)nn(C)c2s1 | 103.0 | 0 |
| COc1cn(CC(=O)Nc2ccc(F)cc2)c(CN2CCCCC2)cc1=O | 108.0 | 0.4 |
| CCc1ccc(C2c3c(oc4ccc(F)cc4c3=O)C(=O)N2c2nc(C)c(C(=O)OC)s2)cc1 (stereo not given) | 103.0 | -0.3 |
| CSc1ncccc1C(=O)OCc1cc(=O)n2cc(C)ccc2n1 | 106.0 | 0.4 |
| CC(C)=CC(=O)Nc1ccc(S(N)(=O)=O)cc1 | 103.0 | 1 |
| Cc1cc(OCC(=O)Nc2c(C)ccc3nsnc23)ccc1Cl | 104.0 | 0.7 |
| O=C(CC1CCCC1)Nc1cc2c(cc1Br)OCCO2 | 97.0 | -0.8 |

| mol | PV pol inh | PV pol inh FP z-score |
| --- | --- | --- |
| Cc1ccc(S(=O)(=O)c2cn(Cc3ccccc3)c3cc(N4CCOCC4)c(F)cc3c2=O)cc1 | 108.0 | 0.2 |
| Cc1cc(C(=O)OCc2cc(=O)oc3c(C)c(C)ccc23)on1 | 103.0 | -0.1 |
| CCCSCCCNC(=O)CN1C(=O)COc2ccc(S(=O)(=O)N3CCCCCC3)cc21 | 102.0 | -1 |
| CC(C)N1CCC(=O)N(c2ccccc2Cl)C1=O | 103.0 | 0.6 |
| N=C(N)c1cccc(NC(=O)Nc2cccc(C(=N)N)c2)c1 | 88.0* | -1.1* |
| O=C1NCCN1CCNS(=O)(=O)c1ccc(S(=O)(=O)c2ccccc2)s1 | 102.0 | 0.2 |
| CCCC1=Nc2cc(C(=O)N3CCC(C(=O)OCC)CC3)ccc2Sc2ccccc21 | 112.0 | 0.1 |
| O=C(Nc1ccc2c(c1)OCO2)N1CCCc2ccccc21 | 103.0 | 0.5 |

| mol | PV pol inh | PV pol inh FP z-score |
| --- | --- | --- |
| O=C(Oc1ccc2c(c1)OCO2)c1cccc(Cl)c1 | 106.0 | 0 |
| Cc1cccc(-n2[nH]nnc2=S)c1C | 102.0 | -0.2 |
| CCOc1ccc(CCNC(=O)C(CC(C)C)N2Cc3ccccc3C2=O)cc1OCC (stereo not given) | 104.0 | -0.8 |
| Cc1ccc(-c2nc(CNC(=O)Nc3ccccc3)c(C)o2)cc1 | 103.0 | -0.8 |
| N#Cc1ccc(CC2=C(O)CC3(CCCCC3)CC2O)cc1 (stereo not given) | 96.0 | -0.6 |
| CC1CCN(C(=O)CSc2ncnc3ccccc23)CC1 | 102.0 | 0 |
| CCOC(=O)NC(c1ccccc1)C1CCCCC1=O (stereo not given) | 101.0 | 0.1 |
